GPR55 antagonists – GPR55 antagonists blocking LPI-driven arrestin recruitment, primary screen, imaging, U2OS, beta-arrestin-GFP, LPI agonist (AID 2013); G-protein coupled receptor 55 (Homo sapiens); U2OS GPR55 beta-arrestin-GFP translocation imaging, LPI antagonism; higher % means a stronger effect; inhibition, % at 10 µM, or IC50 in µM where a hit was titrated; 290,000 compounds, 0.13% hits;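 active = spots per cell inhibited over 60%, with over 100 cells counted and total cytoplasm intensity under 500,000; inconclusive = wells with under 100 cells, flagged as likely toxic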;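 also: U2OS cells stably carrying GPR55 and arrestin-GFP stimulated by 5 µM LPI near EC80; imaged beta-arrestin-GFP aggregate spots per cell after agonist stimulation; plate controls were LPI-stimulated DMSO wells for no effect and DMSO wells without LPI for full effect; some results filed as inactive read as strong as hits; confirmed hits need IC50 under 10 µM and bright autofluorescent wells are also inconclusive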
Dengue-2 NS5 capping – Dengue-2 NS5 methyltransferase inhibitors, primary screen, biochemical, confirmation dose response (AID 588689). Genome polyprotein (Dengue virus type 2 (strain 16681-PDK53)). Dengue-2 NS5 methyltransferase capping enzyme assay, biochemical; higher % means a stronger effect. one-dose inhibition, % at 25 µM; IC50 in µM for titrated hits. 340,000 compounds, 0.3% hits; in the data active = a potency from the dose series; inconclusive = inhibition above about 29% without an active follow-up result
K1F lysis inhibition – inhibition of K1F phage lysis, E. coli UTI89, bacterial capsule biogenesis inhibitors, alamar blue (AID 488966) | E. coli UTI89 K1F phage lysis, alamar blue, 2 h; higher % means a stronger effect | inhibition, % at 100 µM; hits with a dose series show IC50 in µM | 340,000 compounds, 0.02% hits;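 active = phage lysis inhibition, versus mean bacterial control, above a set limit; inconclusive = no clear call, values can overlap the other calls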;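 also: capsule biogenesis inhibitors block K1F phage lysis so surviving cells raise fluorescence; higher fluorescence means more inhibition of phage lysis; actives were called in the ten point dose series up to 300 µM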
Siah-1 displacement – Siah-1 peptide-binding antagonists, primary screen, biochemical, fluorescence polarization, rhodamine-plectin, uHTS (AID 1817) | E3 ubiquitin-protein ligase SIAH1 (Homo sapiens) | Siah-1 / rhodamine-plectin peptide fluorescence polarization; higher % means a stronger effect | one-dose displacement, % at 20 µM; IC50 in µM for titrated hits | 290,000 compounds, 0.02% hits;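 active = displacement of at least 50% at 20 µM, with a fluorescence ratio check between 0.3 and a set limit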;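 also: plate controls were Siah plus tracer with DMSO for no effect and tracer alone without Siah for full effect; strong numbers were not always called active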
GPR55 beta-arrestin – GPR55 agonists via beta-arrestin recruitment, primary screen, imaging, U2OS cells, beta-arrestin-GFP redistribution (AID 1961). G-protein coupled receptor 55 (Homo sapiens). 290,000 compounds, 0.048% hits. U2OS GPR55 beta-arrestin-GFP redistribution imaging; higher % means a stronger effect. activation, % at 10 µM, or EC50 in µM where a hit was titrated;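 active = activation above 40% with more than 50 cells counted in the well; inconclusive = wells holding fewer than 50 cells, flagged as toxic or sparse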;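 also: U2OS osteosarcoma cells stably expressing GPR55 and beta-arrestin-GFP; plate controls were DMSO negative control for no effect and LPI positive control for full effect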
AID2073 – inhibitors of Mint1-CaV2.2 protein interaction, biochemical, HTRF (AID 2073); Voltage-dependent N-type calcium channel subunit alpha-1B (Homo sapiens); HTRF protein-protein interaction, Mint1-CaV2.2; higher % means a stronger effect; inhibition, % at 20 µM; hits with a dose series show IC50 in µM; 290,000 compounds, 0.19% hits; in the data active = inhibition mostly above about 51%, no sharp cut-off; inconclusive = no clear call, values can overlap the other calls; inactive = mostly below about 53%; also: some results filed as inactive read as strong as hits
NTR1 ag – agonists of NTR1, primary screen, imaging, U2OS cells, beta-arrestin-GFP, high content (AID 493036); Neurotensin receptor type 1 (Homo sapiens), P30989; NTR1-U2OS beta-arrestin-GFP spot imaging, agonist mode; activation, % at 20 µM; 330,000 compounds, 0.17% hits;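 active = activation at or above 40% of the spot to cytoplasm intensity ratio, with at least 20 cells analyzed; inconclusive = wells under 20 cells, flagged as cytotoxic or low count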;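 also: 0% = DMSO without peptide and 100% = 100 nM NTR1 peptide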
Target sequence (P30989 whole entry, looked up): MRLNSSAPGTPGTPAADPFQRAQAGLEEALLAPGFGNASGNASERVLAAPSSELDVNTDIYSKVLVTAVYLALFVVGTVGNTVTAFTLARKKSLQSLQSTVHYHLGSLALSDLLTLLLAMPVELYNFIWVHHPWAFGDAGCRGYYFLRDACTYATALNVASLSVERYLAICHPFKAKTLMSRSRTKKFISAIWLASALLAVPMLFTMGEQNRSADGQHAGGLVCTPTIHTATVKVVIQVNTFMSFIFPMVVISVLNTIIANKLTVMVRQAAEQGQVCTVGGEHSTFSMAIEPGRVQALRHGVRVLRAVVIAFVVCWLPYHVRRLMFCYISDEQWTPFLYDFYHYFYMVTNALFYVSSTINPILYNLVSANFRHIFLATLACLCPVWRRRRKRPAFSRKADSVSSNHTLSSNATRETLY
HIV fusion peptide – inhibitors of HIV fusion peptide binding, primary screen, biochemical, uHTS, fluorescence dequenching (AID 1986); cell-free peptide binding, fluorescence dequenching, 30 min; higher % means a stronger effect; inhibition, % at 20 µM, or IC50 in µM where a hit was titrated; 290,000 compounds, 0.3% hits; in the data active = inhibition mostly above about 52%, no sharp cut-off; inactive = mostly below about 76%; also: some results filed as inactive read as strong as hits
GPR35 arrestin U2OS – GPR35 antagonists blocking zaprinast-driven arrestin recruitment, primary screen, imaging, U2OS, beta-arrestin-GFP, zaprinast agonist (AID 2058) | 290,000 compounds, 0.052% hits | inhibition, % at 10 µM; hits with a dose series show IC50 in µM | U2OS GPR35 beta-arrestin-GFP translocation imaging, zaprinast antagonism; higher % means a stronger effect | G-protein coupled receptor 35 (Homo sapiens);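 active = inhibition of at least 50% with at least 30 cells and total cytoplasm GFP at most 10,000,000; inconclusive = under 30 cells or total GFP of 10,000,000 plus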
NTR1 ag cell count 20 µM – also measured in NTR1 ag; calls as there; cell count; measured here: cell count, cytotoxicity flag
Dengue-2 NS5 capping pilot replicate – second read-out of Dengue-2 NS5 capping, no call of its own (marks repeat the call); inhibition, %; measured here: pilot screen replicate inhibition
* = called active by the depositor; u = inconclusive; x = not tested or not shown; [ ] = remark or other dose.

SMILES	GPR55 antagonists	Dengue-2 NS5 capping	K1F lysis inhibition	Siah-1 displacement	GPR55 beta-arrestin	AID2073	NTR1 ag	NTR1 ag cell count 20 µM	HIV fusion peptide	GPR35 arrestin U2OS	others
CCN(CC)CCNC(=O)c1ccc2c(c1)ncn2C1CCCCC1	10%	7%	1.0%	5%	0.6%	-7%	-1.7	54	-2.2%	-10%
COC(=O)c1ccc(NC(=O)Nc2ccc(F)cc2)cc1	2%	-5%	0.3%	1%	-0.2%	8%	0.3	62	4.5%	-4%
Cn1cnnc1SCC(=O)Nc1cccc(S(=O)(=O)N2CCOCC2)c1	0%	-6%	0.1%	1%	0.3%	-5%	-0.9	56	-2.1%	-7%
COc1ccc(CNC(=O)CCSCc2cccc(F)c2)cc1	0%	-7%	-0.4%	3%	-0.1%	12%	-0.3	74	-1.6%	-4%
COC(=O)CCCN=C1SCCN1Cc1ccccc1	-4%	-13%	0.0%	1%	-0.1%	9%	-0.8	36	-2.2%	-7%
Cc1ccn2cc(CCNS(=O)(=O)c3ccc([N+](=O)[O-])cc3)nc2c1	-23%	-5%	0.0%	2%	-0.1%	-7%	-0.9	52	-0.7%	10%
O=C(c1sccc1Cl)N1CCN(Cc2ccc3c(c2)OCO3)CC1	7%	-5%	-0.3%	-1%	0.6%	7%	0.1	37	-0.2%	-10%
c1csc(-c2nnc(-c3ccc(N4CCOCC4)cc3)o2)c1	-11%	10%	0.2%	-1%	0.2%	33%	-2.2	98	4.7%	10%	Dengue-2 NS5 capping pilot replicate=-2.4
CC(Oc1ccc([N+](=O)[O-])cc1)C(=O)NCCCN1CCOCC1 (configuration not stated)	-12%	2%	0.2%	-10%	-0.1%	7%	-0.4	32	-0.7%	4%
O=C(O)c1ccc(N2C(=O)/C(=C/C=C/c3ccccc3)SC2=S)cc1	8%	16%	0.0%	15%	-0.1%	25%	5.8	61	43%	-1%
COc1cc(OC)c(C(=O)NCCCN2CCOCC2)cc1OC	-4%	-4%	0.3%	-6%	1.2%	-15%	0.1	72	0.5%	-13%
C#CCOCCOCCOCCNc1nc(N2CCN(C(=O)C(Cc3cc4ccccc4[nH]3)n3cc(C(N)C(C)CC)nn3)CC2)nc(N2CCN(C(=O)C(Cc3cc4ccccc4[nH]3)n3cc(C(N)C(C)CC)nn3)CC2)n1 (configuration not stated)	14%	-3%	-0.9%	1%	0.2%	23%	0.7	89	-0.9%	-1%
COc1ccc(NS(=O)(=O)c2cc(C(=O)N3CCN(C(C)=O)CC3)ccc2Cl)cc1	14%	3%	-0.2%	2%	-0.2%	10%	0.5	51	0.3%	-7%
COc1ccc(C(=O)Nc2ccc(C(=O)NCC3CCCO3)cc2)c(OC)c1OC (configuration not stated)	8%	3%	0.7%	0%	0.3%	4%	-0.1	75	0.9%	12%
CC(=O)Nc1ccc(S(=O)(=O)Nc2nccc(C)n2)cc1	-5%	0%	0.3%	-3%	0.4%	2%	-1.1	69	-1.4%	0%	Dengue-2 NS5 capping pilot replicate=-0.6
Cc1ccc(N2C(=O)c3ccc(C(=O)N4CCN(c5ccccc5F)CC4)cc3C2=O)cc1	-1%	1%	0.8%	-1%	-0.1%	1%	-0.4	85	1.0%	2%
Cc1cccc(NC(=O)COn2nnc3ccc(S(C)(=O)=O)cc32)c1	6%	-8%	0.5%	-1%	-0.2%	-2%	0.8	55	0.9%	2%
Cc1ccc(-c2nnn(CC(=O)N(c3ccccc3)C(C(=O)NC3CCCC3)c3ccncc3)n2)o1 (configuration not stated)	-8%	-12%	0.1%	-1%	-0.2%	3%	0.0	45	0.0%	-8%
COc1ccc(N(C(=O)C2CCCCC2)S(=O)(=O)c2cccc3cccnc23)cc1	6%	3%	-2.6%	-2%	-0.2%	2%	0.0	44	-1.0%	7%
O=[N+]([O-])c1ccccc1OCc1nc(-c2cccs2)no1	-13%	1%	0.3%	-2%	0.4%	-3%	5.1	57	-1.5%	-2%
OCC1(Cc2ccccc2)CCN(Cc2ccc(C(F)(F)F)cc2)CC1	1%	1%	0.0%	3%	0.8%	-1%	2.3	54	-1.6%	-1%
CN(C(=O)CSc1nc(O)cc(=O)n1-c1ccccc1F)c1ccccc1	15%	-2%	0.0%	1%	-0.1%	0%	0.0	75	3.7%	0%
Cc1onc2c(=O)n(-c3ccccc3)nc(-c3ccccc3)c12	11%	-9%	0.5%	17%	0.3%	3%	0.0	47	-2.2%	-3%
Cc1cccc(C(=O)N[C@H](C(=O)Nc2nc3ccc(S(C)(=O)=O)cc3s2)C(C)C)c1	-2%	-11%	6.3%	-1%	0.3%	25%	-0.4	59	1.7%	u
O=C(NCc1ccco1)c1cnc2n(c1=O)CCS2	10%	-3%	0.7%	-2%	-0.2%	4%	-0.8	77	2.0%	16%
Nc1cc(N)nc(SCC(=O)Nc2ccc(Br)cc2Cl)n1	4%	x	-0.1%	2%	0.3%	-6%	1.2	35	2.6%	19%
COc1cccc(-n2c(=O)[nH]cc(C(=O)Nc3ccc4c(c3)OCCO4)c2=O)c1	11%	-6%	-1.6%	10%	-0.5%	14%	-1.6	88	0.7%	-9%
NS(=O)(=O)c1cccc(NC(=O)COC(=O)c2cc(-c3ccc(Cl)cc3)nc3ccccc23)c1	6%	-1%	-0.1%	-1%	-0.2%	25%	9.5	79	1.7%	-4%
O=C(CCc1[nH]c2ccccc2c1Sc1ccccc1)N(CCO)CCO	0%	-4%	0.7%[50 µM]	-4%	0.0%	10%	0.1	60	-1.5%	-13%
CCn1cc(C(=O)O)c(=O)c2cc(Br)ccc21	10%	-9%	1.6%	-2%	-0.1%	2%	-0.3	96	-2.2%	-15%

Seven compounds from above, sorted by formula weight, low to high:
SMILES	GPR55 antagonists	Dengue-2 NS5 capping	K1F lysis inhibition	Siah-1 displacement	GPR55 beta-arrestin	AID2073	NTR1 ag	NTR1 ag cell count 20 µM	HIV fusion peptide	GPR35 arrestin U2OS	others
O=C(NCc1ccco1)c1cnc2n(c1=O)CCS2	10%	-3%	0.7%	-2%	-0.2%	4%	-0.8	77	2.0%	16%
CCn1cc(C(=O)O)c(=O)c2cc(Br)ccc21	10%	-9%	1.6%	-2%	-0.1%	2%	-0.3	96	-2.2%	-15%
Cc1onc2c(=O)n(-c3ccccc3)nc(-c3ccccc3)c12	11%	-9%	0.5%	17%	0.3%	3%	0.0	47	-2.2%	-3%
O=C(CCc1[nH]c2ccccc2c1Sc1ccccc1)N(CCO)CCO	0%	-4%	0.7%[50 µM]	-4%	0.0%	10%	0.1	60	-1.5%	-13%
Nc1cc(N)nc(SCC(=O)Nc2ccc(Br)cc2Cl)n1	4%	x	-0.1%	2%	0.3%	-6%	1.2	35	2.6%	19%
Cc1ccc(N2C(=O)c3ccc(C(=O)N4CCN(c5ccccc5F)CC4)cc3C2=O)cc1	-1%	1%	0.8%	-1%	-0.1%	1%	-0.4	85	1.0%	2%
Cc1cccc(C(=O)N[C@H](C(=O)Nc2nc3ccc(S(C)(=O)=O)cc3s2)C(C)C)c1	-2%	-11%	6.3%	-1%	0.3%	25%	-0.4	59	1.7%	u

The list goes on.
SMILES	GPR55 antagonists	Dengue-2 NS5 capping	K1F lysis inhibition	Siah-1 displacement	GPR55 beta-arrestin	AID2073	NTR1 ag	NTR1 ag cell count 20 µM	HIV fusion peptide	GPR35 arrestin U2OS	others
CCOC(=O)C(c1ccccc1)C(Nc1cc(C(F)(F)F)cc(C(F)(F)F)c1)c1ccccn1 (configuration not stated)	10%	-12%	0.2%	-3%	-0.2%	5%	1.8	68	1.2%	-1%
CCCn1cnc2cc(NCc3ccc(Br)cc3)ccc21	5%	11%	0.0%	-2%	0.2%	-3%	4.2	71	-2.1%	-6%
CN=C1CC(SC)=C1c1ccc(C)cc1	-5%	-10%	3.4%	1%	2.3%	10%	-1.7	39	-2.2%	5%
CCCCc1cc(=O)oc2cc(OCC(=O)NC(Cc3c[nH]c4ccc(O)cc34)C(=O)O)ccc12 (configuration not stated)	4%	-1%	-0.5%	-8%	-0.2%	5%	-0.9	96	5.6%	-16%
CC(O)CNc1nc(NCc2ccccc2)c2cnn(C)c2n1 (configuration not stated)	-3%	-16%	-0.1%	7%	-0.2%	2%	-1.1	57	0.1%	9%
Nc1nnnn1/N=C/C=C/c1ccccc1	7%	-6%	0.5%	-2%	-0.2%	-3%	-3.4	68	-1.9%	10%
CC(C)n1nc(C(=O)Nc2nc3ccccc3[nH]2)c2ccccc2c1=O	1%	-9%	0.8%	14%	0.1%	9%	0.0	38	-1.3%	19%
CCOc1ccc(N(CC(=O)NCc2ccc(F)cc2)S(=O)(=O)c2c(C)noc2C)cc1	-7%	-3%	-7.2%	-2%	-0.1%	3%	1.6	61	3.6%	6%
CCOC(=O)c1cn2ccc(C)cc2n1	9%	-2%	-1.1%	6%	0.2%	7%	0.1	39	-0.8%	19%
Cc1ccc(C(OCC(O)CN2CCCCC2CO)c2ccccc2)cc1 (configuration not stated)	8%	-4%	-0.2%	12%	0.3%	-3%	-1.1	40	2.4%	17%
CCn1c(-c2ccccn2)nc2cc(S(=O)(=O)N(C)C)ccc21	-3%	1%	0.2%	0%	-0.1%	0%	-1.0	47	1.4%	-6%
CCOc1ccc(N(CC(=O)NC2CCCCC2)C(=O)CCC(=O)Nc2cc(C)ccn2)cc1	-8%	2%	0.5%	0%	0.6%	4%	0.4	48	1.6%	16%
O=C(NCCc1ccccc1)c1cccs1	9%	-6%	1.6%	1%	-0.1%	0%	1.8	54	-1.7%	-7%
O=C1CN(c2ccc(Br)cc2)C(=O)N1CC(=O)N1CCCc2ccccc21	1%	-3%	1.6%	10%	0.2%	-4%	0.6	52	-3.6%	-1%

From PubChem
